Source: PubChem BioAssay (several laboratories)
AddAB inh: less growth of phage-infected E. coli with AddAB; E. coli expressing H. pylori AddAB, absorbance growth; inhibition, % at 11.9 µM; actives 0.29% (n = 330,000); AID 435030; in the data active = inhibition above about 12%;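 note: 0% = vehicle wells of infected cells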
SR-BI uptake up: enhances SR-BI lipid uptake from DiI-HDL; CHO ldlA[mSR-BI] cells, DiI-HDL uptake fluorescence, 3 h; 100 = double the neutral-control signal; activation, % at 12.5 µM; actives 0.096% (n = 320,000); AID 504775;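 active = mean replicate activation of at least 60% and every replicate at or above 60%; inconclusive = mean or all-replicate condition met, but not both; inactive = mean below 60% and not all replicates reaching 60%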;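 note: 0% = median plate neutral-control signal and 100% = twice that signal; values of inactives mirror those of a sister screen read the other way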
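material = CHO ldlA[mSR-BI] cells | medium = Ham's F12 with 0.5% BSA, HEPES 25 mM, pH 7.4 | reagent = fluorescent DiI-HDL, 10 µg/mL final | compound dosing = single-point compound dose | incubation = 3 h, 37 °C | measured by = bottom-read fluorescence, 550/595 nm | measure = HDL uptake via cellular fluorescence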
SR-BI DiI inh: inhibitors of mouse SR-BI mediated HDL lipid uptake; inhibition, % at 12.5 µM; ldlA[mSR-BI] CHO cells, DiI-HDL uptake fluorescence, 3 h; actives 0.96% (n = 320,000); AID 488896; Q61009;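 active = mean replicate inhibition of at least 70% and a set share of replicates each scoring 70 or more; inconclusive = meets just one of the two criteria; inactive = fails both criteria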;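 note: 0% = median of neutral control wells and 100% = median of positive control wells; values of inactives mirror those of a sister screen read the other way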
Target sequence (Q61009 whole entry, looked up): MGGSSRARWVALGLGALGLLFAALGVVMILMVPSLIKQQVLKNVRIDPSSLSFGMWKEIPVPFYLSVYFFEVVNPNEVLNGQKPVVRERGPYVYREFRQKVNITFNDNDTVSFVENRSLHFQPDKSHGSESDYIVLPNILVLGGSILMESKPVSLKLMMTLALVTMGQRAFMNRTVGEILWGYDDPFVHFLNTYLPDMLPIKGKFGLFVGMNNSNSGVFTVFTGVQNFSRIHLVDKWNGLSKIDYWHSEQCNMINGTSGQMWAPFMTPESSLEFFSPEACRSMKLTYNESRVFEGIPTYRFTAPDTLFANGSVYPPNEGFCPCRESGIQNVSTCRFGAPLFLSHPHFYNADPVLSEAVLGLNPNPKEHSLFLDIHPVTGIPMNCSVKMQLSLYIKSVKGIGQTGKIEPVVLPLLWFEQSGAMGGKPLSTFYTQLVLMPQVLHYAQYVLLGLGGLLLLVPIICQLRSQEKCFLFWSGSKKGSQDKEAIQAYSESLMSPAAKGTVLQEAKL
Tat transport: E. coli Tat transport inhibition; E. coli MC4100 TorA-mCherry Tat export, fluorescence; inhibition, % at 10 µM; actives 0.036% (n = 340,000);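 active = mean replicate inhibition at least 50% and at least half of replicates individually reaching 50%; inconclusive = only one of the two criteria met; inactive = neither criterion met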;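 note: exported cargo escapes ClpAP degradation while cytoplasmic cargo is degraded and loses fluorescence; 0% = median of neutral control wells and 100% = median of NaSCN control wells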
CAL PDZ FP-1: blocks peptide binding to human CAL PDZ domain; purified CAL PDZ, TMR-peptide fluorescence polarization, 1 h; inhibition, % at 20 µM; AID 504414; actives 0.02% (n = 330,000); Q9HD26;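 active = highest replicate inhibition of at least 40%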;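 note: plate controls were DMSO neutral control wells for no effect and unlabeled competitor peptide control wells for full effect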
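Test system: purified CerCALP PDZ construct; Compound dosing: one concentration, 20 µM compound; Also added: TMR-labelled reporter peptide T*-PRC34 bound in PDZ groove; Read-out: inhibition from polarization loss; Controls: unlabelled peptide and DMSO controls; Signal: FP readout, S and P plane fluorescence; Incubation: 1 h at RT.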
Wnt bcat act: activators of Wnt/beta-catenin signaling; AID 743398; activation, % at 9.35 µM; Wnt/beta-catenin reporter cell assay, activator, plate reader; actives 1.2% (n = 300,000); in the data active = activation above about 30%, passing the limit was not always enough; inconclusive = no clear call, values can overlap the other calls;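 note: 0% = neutral control wells and 100% = positive control wells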
MITF TRPM1 HTS: increases MITF-driven TRPM1 promoter luciferase signal | SK-MEL-5 TRPM1-promoter luciferase, 24 h; % of positive control, neutral wells = 0 | actives 0.75% (n = 300,000) | AID 588334 | activation, % at 12.5 µM;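 active = mean activation of at least 80% with every replicate also reaching 80%; inconclusive = mean reaches 80% but some replicate falls short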;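 note: 0% = neutral control wells and 100% = parthenolide positive control wells; values of inactives mirror those of a sister screen read the other way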
E coli growth: bacterial growth inhibition, counter-screen for AddAB inhibitors. E. coli V3065 growth, OD600 absorbance, 18 h. inhibition, % at 11.9 µM. actives 0.27% (n = 330,000). AID 449728;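 active = inhibition above the campaign's mean inhibition across all tested compounds plus 3 SD, cut at about 9.9% in these data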;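 note: uninfected addAB+ strain grown without phage in ampicillin broth; 0% = DMSO wells and 100% = ciprofloxacin 0.95 µg/ml wells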
phage Ecoli inh: E. coli growth loss with phage present; actives 0.26% (n = 360,000); AID 651602; inhibition, % at 11.9 µM; growth absorbance; in the data active = inhibition above about 11%
CAL PDZ FP-2: CAL PDZ (human) peptide binding inhibition | inhibition, % at 24.9 µM | purified CAL PDZ, TMR-peptide fluorescence polarization, 1 h | AID 602252 | actives 0.92% (n = 300,000) | Q9HD26;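 active = mean inhibition of at least 30% with at least half of replicates also reaching 30%; inconclusive = no clear call, values can overlap the other calls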;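 note: 0% = DMSO neutral control and 100% = excess unlabeled competitor peptide PRC23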
The depositor's hits bear a star; ? = inconclusive; . = no result given. An unsorted share of the library; about 3.6% have a hit in one of these screens.

SMILES | AddAB inh | SR-BI uptake up | SR-BI DiI inh | Tat transport | CAL PDZ FP-1 | Wnt bcat act | MITF TRPM1 HTS | E coli growth | phage Ecoli inh | CAL PDZ FP-2
O=C(CSc1nc2c(c(=O)n1-c1ccc(F)cc1)SCC2)Nc1ccc2c(c1)OCO2 | 1.4 | -2 | 2 | -10 | 0.3 | 0 | -1 | 0.1 | -1.1 | -1
COc1ccc(N(CC(=O)N2CC=C(c3ccccc3)CC2)S(=O)(=O)c2c(C)noc2C)cc1 | -2.7 | -14 | 14 | -3 | -1.5 | -5 | . | -0.5 | 0.9 | -2
CCOc1cc(CNCCCN2CCOCC2)cc(Br)c1OCC(=O)Nc1cccc(C(F)(F)F)c1 | -0.2 | 14 | -14 | 23 | -3.5 | . | -70 | -6.9 | -1.2 | -1
Cc1ccc(NC(=S)NCc2ccccc2)cc1[N+](=O)[O-] | 11 | -4 | 4 | -8 | -2.6 | -1 | -6 | 5.0 | 8.8 | -4
Cc1ccc(S(=O)(=O)N(CC(=O)N2CCOCC2)c2ccc(Br)cc2)cc1 | 3.8 | . | . | 0 | -0.7 | -1 | -2 | -0.3 | -0.2 | .
CC(Oc1ccc(Br)cc1)C(=O)NNC(=O)CCN1CCN(c2ccccc2)CC1 (stereo not drawn) | 2.1 | -16 | 16 | 2 | -0.9 | -2 | -8 | -0.5 | 2.7 | -3
Cc1cc(C(=O)NNC(=O)c2ccc(S(=O)(=O)N(C)C)cc2)c(C)o1 | 1.0 | 41 | -41 | 1 | -1.4 | -10 | -10 | -1.0 | 1.0 | -2
Cc1cc(S(=O)(=O)NCc2ccccc2)ccc1OCC(=O)NCc1ccncc1 | 0.4 | 2 | -2 | -4 | 1.5 | -5 | -7 | 3.0 | 3.3 | 17
COc1cccc(N2CCN(c3ccc4nnc(CCC(=O)Nc5ccc(OC)c(OC)c5)n4n3)CC2)c1 | 1.2 | -9 | 9 | -4 | 0.1 | 2 | -4 | -1.6 | 1.3 | -5
CCOC(=O)C1(C(=O)OCC)C(c2ccccc2)CC(O)N1C(C)=O (stereo not drawn) | . | 6 | -6 | -4 | -2.7 | -15 | 4 | . | 3.1 | 1
Cc1ccc(-c2cc(N)n3nc(-c4ccc(C)cc4)cc3n2)cc1 | 3.3 | 19 | -19 | 2 | -0.7 | -2 | 12 | -0.2 | 2.4 | -1
COC(=O)c1ccc(C(=O)OC)c(NC(=S)N2CCN(c3ccccc3F)CC2)c1 | 3.6 | -44 | 44 | -1 | -0.8 | . | -2 | 1.2 | 2.6 | -4
NS(=O)(=O)c1ccc(CCNC(=O)/C=C/c2ccc(S(=O)(=O)N3CCOCC3)cc2)cc1 | . | 15 | -15 | -4 | 0.1 | 0 | 3 | . | 5.2 | .
COc1ccc(CCNC(=O)c2cc3c(=O)n4cccc(C)c4nc3n(CC3CCCO3)c2=N)cc1 (stereo not drawn) | 2.5 | -14 | 14 | 3 | -3.6 | -2 | 1 | 1.9 | 2.9 | -1
CCN(CC)C(=O)CN(C#N)c1nc(C)cc(C)n1 | 3.5 | 20 | -20 | 9 | -1.6 | 1 | 4 | -1.3 | 1.8 | 0
COc1cccc(C2NC(=O)c3sc(=S)n(-c4ccccc4)c3N2)c1 (stereo not drawn) | -0.8 | 13 | -13 | -2 | -1.0 | . | -7 | -1.1 | 0.6 | -2
COc1ccc(/C=C2\SC(=NCc3ccccc3)NC2=O)cc1 | 0.2 | -8 | 8 | 2 | -1.2 | . | 0 | 1.4 | 2.0 | -4
c1ccc(Cc2cc(-c3ccccc3)on2)cc1 | 1.8 | . | . | 0 | -5.1 | . | . | -0.4 | 3.3 | 0
CC(C)N(C)Cc1nnnn1CC(=O)N(C)Cc1cccc(Cl)c1 | 4.3 | 2 | -2 | -2 | -2.1 | 0 | 0 | 0.0 | 3.0 | -2
Cc1cc(OCC(=O)NCC(O)c2ccccc2)c2c(C)cc(=O)oc2c1 (stereo not drawn) | 0.8 | -12 | 12 | 6 | -0.2 | -2 | 20 | 2.3 | 0.9 | -2
Cc1ccccc1NC(=S)NC(=O)c1cncc(Br)c1 | 3.0 | -59 | 59 | 6 | -1.6 | . | 7 | 1.5 | 0.1 | -10
NC(=O)c1cccc(-c2cccc(OC(=O)NC3CCCCC3)c2)c1 | 0.3 | 0 | 0 | 9 | -1.9 | 6 | . | 1.3 | 0.8 | -9
Cc1onc(-c2c(F)cccc2Cl)c1C(=O)N1CCN(S(C)(=O)=O)CC1 | 0.8 | 16 | -16 | 6 | -0.2 | . | 2 | 2.8 | -1.2 | .
CC(=O)c1nn(-c2ccc(Cl)cc2)c(=O)[nH]c1=O | -2.5 | 12 | -12 | -8 | 0.5 | 5 | -7 | -0.7 | 0.5 | -4

As entered above.
`O=C(CSc1nc2c(c(=O)n1-c1ccc(F)cc1)SCC2)Nc1ccc2c(c1)OCO2` in MITF TRPM1 HTS shows -1
`COc1cccc(N2CCN(c3ccc4nnc(CCC(=O)Nc5ccc(OC)c(OC)c5)n4n3)CC2)c1` in CAL PDZ FP-1 shows 0.1

Continued:
SMILES | AddAB inh | SR-BI uptake up | SR-BI DiI inh | Tat transport | CAL PDZ FP-1 | Wnt bcat act | MITF TRPM1 HTS | E coli growth | phage Ecoli inh | CAL PDZ FP-2
Cc1ccc(C)c(S(=O)(=O)N2CCN(C(=O)c3cc(-c4cccs4)nn3-c3ccccc3)CC2)c1 | 1.0 | -11 | 11 | -7 | 0.4 | -2 | -13 | -1.1 | 1.2 | -1
O=C(CCN1C(=O)/C(=C/c2ccccc2Cl)SC1=S)NC1=NCCS1 | 1.7 | 1 | -1 | 17 | 0.4 | -2 | 0 | -1.5 | 0.8 | -3
CCOC(=O)C(C)n1cnc2c(nnn2-c2ccc(OC)cc2)c1=O (stereo not drawn) | 2.8 | 2 | -2 | -4 | 0.0 | . | 12 | 1.2 | 0.8 | .
Cc1[nH]n(-c2ccccc2)c(=O)c1C=NCCc1ccccc1 | 2.4 | 8 | -8 | 1 | -2.5 | -1 | 21 | 2.9 | 3.9 | -2
COc1ccc(NC(=S)N2CCCC(CO)C2)c(OC)c1 (stereo not drawn) | 0.1 | 6 | -6 | 5 | -2.7 | 1 | -5 | 0.8 | 2.6 | 4
COC(=O)[C@H](CC(C)C)NC(=O)NC1CCCc2ccccc21 (stereo partly drawn) | 3.2 | -21 | 21 | -8 | -1.0 | . | -11 | 0.7 | 1.3 | 3
CC1CCc2nn(CC(=O)NC3CCCC3)cc2C1 (stereo not drawn) | 2.7 | 0 | 0 | -6 | 0.9 | 1 | 29 | -1.2 | 2.7 | -2
CCOc1cc(/C=N\NC(=O)Cc2ccccc2)ccc1OCC(=O)Nc1ccc(C)c(C)c1 | 0.5 | 4 | -4 | 1 | -1.1 | . | -62 | -2.1 | 2.5 | -4
CC12CC3CC(C)(C1)CC(CN1CCOCC1)(C3)C2 | 1.8 | . | . | 1 | 0.4 | . | -5 | 0.9 | 3.6 | -8
O=C(Nc1ccc(N2CCN(C(=O)c3ccc(Cl)cc3)CC2)cc1)c1ccc([N+](=O)[O-])o1 | . | -55 | 55 | 23 | -0.2 | 0 | -88 | . | 5.1 | .
CCn1c2ccccc2c(=O)c2ccccc21 | 4.2 | -11 | 11 | 5 | -0.8 | -1 | 6 | 1.1 | 4.9 | .
COc1ccc(CN(C(=O)c2ccc(CN3CCOCC3)o2)C(C(=O)NCC2CCCO2)c2ccc(F)cc2)cc1 (stereo not drawn) | 3.1 | 3 | -3 | -4 | 0.2 | -1 | 3 | -0.6 | 0.8 | -1
O=S(=O)(Nc1cccc(C(F)(F)F)c1)c1cnc[nH]1 | 3.2 | 11 | -11 | 2 | -2.5 | -3 | -2 | 2.1 | 2.3 | 3
COc1ccc2nc(NC(=O)c3ccccc3-c3ccccc3C(=O)O)sc2c1 | 1.5 | 17 | -17 | -12 | -0.6 | -1 | -2 | 1.9 | 2.6 | .
CCN(CC)c1ccc(CNc2nc3ccccc3n2C)cc1 | 4.2 | . | . | 6 | -2.2 | 1 | 15 | -0.9 | -2.0 | -7
Cc1nnc2ccc(-c3cccc(NS(C)(=O)=O)c3)nn12 | -1.9 | -4 | 4 | 7 | -2.1 | -6 | 2 | 0.1 | 3.7 | -2
Cc1ccc2nc(-c3ccncc3)cc(-c3ccccc3)c2c1 | -0.3 | -18 | 18 | 17 | -1.7 | . | -9 | -1.0 | 1.2 | .
COc1ccccc1NC(=O)c1ccc(NC(=O)CSc2nncn2C)cc1 | 0.2 | 3 | -3 | -12 | -2.6 | -3 | -2 | 0.4 | 2.4 | 0
COc1ccc(CN2CCCCC2c2cccnc2)c(OC)c1C (stereo not drawn) | 4.9 | 1 | -1 | -14 | -1.6 | -2 | -2 | 0.6 | 1.4 | -3
CCOC(=O)Cn1c(=N)n(CCOc2ccc(F)cc2)c2ccccc21 | 4.5 | 39 | -39 | 4 | -1.6 | -1 | . | -0.2 | 3.2 | .
CC(C)c1ccccc1-n1c(SCc2cc(=O)oc3ccc4ccccc4c23)nnc1-c1cccnc1 | 2.4 | -3 | 3 | 11 | -4.3 | -4 | 1 | 1.1 | 3.4 | -4
Cc1ccc(S(=O)(=O)N2CCCCC2)cc1C(=O)NCC1CCCO1 (stereo not drawn) | 1.5 | 22 | -22 | 1 | -1.3 | 4 | -3 | 2.2 | 0.9 | -3
COc1ccc(/C=C/C(=O)C2CC2)cc1COc1cccc(C)c1C | 2.4 | -61 | 61 | -1 | -2.0 | -1 | . | 1.3 | -2.4 | .
Cc1ccc(S(=O)(=O)N2CCCC2C(=O)NCc2ccco2)cc1 (stereo not drawn) | -0.6 | -12 | 12 | -6 | -0.1 | -1 | 3 | 0.4 | 1.2 | -6
COc1ccccc1Oc1ccc2c(c1)C(=O)N(c1cccc3ncccc13)C2=O | . | -20 | 20 | 22 | -1.7 | -12 | -6 | . | 4.9 | -5
O=C(N/N=C/c1ccc(-c2ccccc2[N+](=O)[O-])o1)c1cccnc1 | -0.9 | -14 | 14 | 0 | -2.4 | 16 | -23 | -0.4 | 0.8 | -2
Cc1nc(C2COc3ccccc3O2)sc1C(=O)O (stereo not drawn) | -1.9 | 29 | -29 | 3 | -0.5 | 12 | 37 | -1.4 | -1.9 | -2
CCOC(=O)c1cc(-c2c(Cl)cccc2Cl)no1 | 5.0 | 4 | -4 | 7 | 0.1 | -1 | . | -0.7 | -0.6 | -4
Fc1ccc(-c2cnn3c(-c4ccncc4)ccnc23)cc1 | -1.7 | -13 | 13 | -7 | -3.5 | ? | 27 | -3.1 | 5.0 | -1
CC(C)(C)c1nc2scc(-c3ccc(Cl)cc3)c2c(=O)o1 | -3.8 | -2 | 2 | -4 | -0.9 | 0 | . | -0.3 | 0.9 | 0
CCOC(=O)N1CCC(O)(c2cc(C)c(C)cc2C)CC1 | 0.3 | -2 | 2 | 5 | -2.9 | . | 0 | 0.8 | 1.2 | -5
